KLF5 inh – suppresses KLF5 promoter-driven expression; DLD-1 KLF5 promoter-luciferase reporter, luminescence; inhibition, % at 5 µM; actives 0.23% (n = 290,000);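 active = inhibition above a per-plate limit of that plate's mean compound inhibition plus 3 SD, cut at about 60% in these data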;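 also: 0% = DMSO wells and 100% = LY294002 at 200 µM; higher means less KLF5 promoter-driven luciferase light; inactives centre near -14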
SKKanGAS inh – SKKanGAS growth inhibition | S. pyogenes SKKanGAS, kanamycin growth, BacTiter-Glo, 6 h | inhibition, % at 7.5 µM | actives 1.3% (n = 300,000) | AID 1662;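 active = mean replicate score, as percent of positive control median, at least 50; inconclusive = mean below 50 but one replicate at or above 50; inactive = mean and every replicate below 50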;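 also: strain carries kanamycin resistance gene driven by streptokinase promoter and grows in 40 µg/ml kanamycin; loss of luminescence reflects streptokinase promoter inhibition or plain growth inhibition; 0% = median of DMSO wells and 100% = positive control at its reference dose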
HIF act – HIF pathway transcriptional activation | AID 1910 | U2OS HRE-luciferase reporter, luminescence; normalized: DMSO 0%, desferrioxamine 100% | activation, % at 7.5 µM (by protocol) | actives 0.32% (n = 300,000);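 active = mean activation of at least 10% of the iron chelator positive control signal, with at least half of replicates also reaching 10%; inconclusive = mean and replicate majority disagree about reaching 10%; inactive = mean and most replicates under 10%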
HSF-1 act – increases HSF-1 driven luciferase reporter signal. NIH3T3-HGL HSF-1 luciferase reporter, MG132, 8 h; 100% = twice DMSO control signal. activation, % at 9 µM. actives 1.7% (n = 300,000). AID 504408;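 active = mean replicate activation of at least 50% with a set share of replicates each reaching 50%; inconclusive = only one of those two conditions met; inactive = mean below 50% and too few replicates reaching it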;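 also: 0% = median of the neutral control wells and 100% = twice that signal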
HSF1 inhib – HSF1 inhibition; activity change, negative = inhibition, % at 7.5 µM (by protocol); AID 2098; actives 0.77% (n = 300,000); NIH3T3-HGL HSE-luciferase, MG132-induced, luminescence 8 h; stronger effect = lower value;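 active = more than half of replicate wells show activity change below -50%, luminescence cut by over half; inconclusive = some wells, but at most half, below -50%; inactive = no replicate well below -50%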;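 also: luciferase reports HSF-1 transcriptional activity via heat shock element; 0% = median of DMSO wells and -100% = zero luminescence signal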
Platelet DG rel – platelet dense granule release activity; actives 0.22% (n = 300,000); human platelet-rich plasma, SFLLRN dense granule ATP release, luminescence; inhibition, %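 (compounds screened at 7.5 µM in platelet-rich plasma)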;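 active = mean replicate score, as percent of positive control, at or above 50; inconclusive = mean below 50 but at least one replicate at or above 50; inactive = mean and every replicate below 50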
HSP90 refold inh – blocks HSP90-mediated luciferase refolding in reticulocyte lysate. actives 0.91% (n = 290,000). Rabbit reticulocyte lysate, luciferase refolding luminescence, 3 h. inhibition, % at 5.6 µM;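 active = inhibition above the screen-wide mean plus 3 SD, computed separately per campaign, cut at about 16% in these data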;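 also: 0% = DMSO wells and 100% = 60 µM geldanamycin wells; inhibitors lower the luminescence because luciferase stays unfolded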
IEC-6 tox – kills IEC-6 intestinal cells in KLF5 counter-screen; IEC-6 cytotoxicity, luminescence viability; inhibition, % at 5 µM; actives 0.78% (n = 290,000); in the data active = inhibition above about 22%;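 also: 0% = plate median of test compound wells and 100% = cytotoxic reference compound wells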
AI-2 QS modul – modulates the Vibrio harveyi AI-2 quorum sensing system; AID 2094; activity change, % at 7.5 µM; actives 0.4% (n = 300,000); Vibrio harveyi JMH597 AI-2 luminescence/OD600 ratio, 9 h; stronger effect = lower value; strain lacks LuxN and CqsS sensors; 0 = neutral-control median; in the data active = activity change below about -75%, passing the limit was not always enough; inconclusive = no clear call, values can overlap the other calls;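 also: luminescence divided by OD600 gain over 9 h not by final OD600 alone; inactives centre near 13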
aSyn 5UTR inh – MLPCN primary screen, SNCA 5' untranslated region | actives 0.82% (n = 300,000) | alpha-synuclein 5'UTR reporter, inhibitor activity | inhibition, % (tested at 7.5 µM); in the data active = inhibition above about 60%; inconclusive = no clear call, values can overlap the other calls;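 also: H4 neuroglioblastoma cells stably carrying SNCA 5'UTR luciferase fusion; 0% = DMSO wells and 100% = positive control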
An asterisk follows results filed as active; ? = inconclusive; nt = not tested or not shown.

SMILES	KLF5 inh	SKKanGAS inh	HIF act	HSF-1 act	HSF1 inhib	Platelet DG rel	HSP90 refold inh	IEC-6 tox	AI-2 QS modul	aSyn 5UTR inh
O=C(c1ccco1)N(Cc1ccco1)c1ccc(O)cc1	-7	-1	0.2	-1	4	-1	4	-10	49	24
COc1cc(/C=C2\SC(=O)N(CC(=O)Nc3ccc(C)cc3)C2=O)cc(Cl)c1OCC(=O)O	-17	19	1.2	-5	0	-5	6	-6	35	-2
CCN(c1ccccc1)S(=O)(=O)c1cc(NC(=O)Nc2ccccc2C#N)ccc1Cl	-21	-6	0.2	59*	17	5	2	-4	11	7
O=C(Cc1cccs1)Nc1ccc(-c2nnc(-c3ccccc3)o2)cc1	-14	-1	0.1	nt	nt	-2	3	-1	21	-41
COc1ccc(COC(=O)c2ccc(Cl)c(S(=O)(=O)N3CCOCC3)c2)cc1F	-24	-3	0.0	-12	-5	11	-2	-11	21	-1
Oc1ccc(-c2nc3ccccn3c2NCc2ccco2)cc1	-46	5	1.3	10	6	8	-2	-2	11	-48
CC1(c2nnc(Cc3ccccc3)o2)CC(c2ccncc2)=NO1 (stereo unspecified)	nt	11	0.2	3	-3	2	nt	nt	14	15
O=C(OCC(=O)N1CCOCC1)c1ccccc1Cc1ccccc1	-86	-7	1.6	74*	27	-13	11	17	-2	-183
CCn1nc(NS(=O)(=O)c2ccc([N+](=O)[O-])cc2)c2cc3ccc(C)cc3nc21	2	13	0.2	19	0	-7	-10	0	22	-6
O=C(NC1CC1)C1=C[C@H](C2CCCCC2)C[C@H](OCc2ccc(CO)cc2)O1	-39	-1	0.5	11	8	-3	4	0	6	8
COc1ccc(-c2nnc(SCC(=O)N3CCOCC3)o2)cc1OC	3	-2	0.2	-3	2	4	3	7	21	5
CCn1cnc2c1c(=O)n(Cc1ccc(C(=O)OC)cc1)c(=O)n2Cc1ccccc1	-27	0	0.0	7	3	13	1	-3	28	22
S=c1[nH]c(-c2ccccc2)cn1/N=C/c1cccc2ccccc12	-19	57*	0.4	-6	5	-2	7	-2	32	-26
COc1ccc2[nH]c3c(c2c1)CCN1C(=O)N([C@@H](C)C(=O)NCc2ccccc2OC)C(=O)[C@]31C	-36	3	0.1	-3	0	6	1	-1	27	18
COC(=O)c1cc(S(=O)(=O)NCc2cccs2)c[nH]1	-13	-10	0.5	-15	-2	0	5	2	15	13
O=C(NCCc1ccccc1)c1cc(S(=O)(=O)N2CCCC2)ccc1F	-20	-8	-0.2	18	-1	-1	-2	-3	47	-26
Cc1cccc(C(=O)N2CCCC(N3CCN(c4cccc(Cl)c4)CC3)C2)n1 (stereo unspecified)	-14	1	0.2	13	4	7	2	1	12	-4
COc1cccc(-n2ccnc2SCC(=O)N2CCCc3ccccc32)c1	-25	-3	-0.1	6	3	-8	2	8	20	15
Cc1[nH]c2ccccc2c1C(=O)COC(=O)c1c(-c2ccccc2Cl)noc1C	-17	8	0.0	5	2	16	3	-2	6	36
O=C(Nc1ccc(F)cc1F)C1CCCN1S(=O)(=O)c1cccc2nsnc12 (stereo unspecified)	-3	3	-0.2	-15	-9	1	0	4	1	10
CCCn1cc(S(=O)(=O)c2ccc(C)cc2)c(=O)c2cc(OC)c(OC)cc21	4	-2	0.4	7	6	6	-4	1	14	3
O=C(c1ccc(Cn2c(=O)[nH]c3ccsc3c2=O)cc1)N1CCN(c2ccccc2)CC1	-32	5	0.1	12	1	-2	-6	3	37	19
COc1ccccc1-n1c(C)nc2cc(C(=O)NCCN3CCOCC3)ccc21	-24	1	-0.4	5	-1	-2	4	9	7	18
COc1cccc(CN(C(=O)COc2ccccc2[N+](=O)[O-])C2CCS(=O)(=O)C2)c1 (stereo unspecified)	-13	5	nt	21	9	2	-1	-5	47	19
COc1ccc(-c2cc(=O)oc3cc(OCC(=O)N4C[C@H]5C[C@@H](C4)c4cccc(=O)n4C5)ccc23)cc1	1	2	-0.6	36	7	-3	-10	-3	17	-22
Cc1cc(C)c(NN=c2c(=O)c3ccccc3c2=O)c(C)c1	-13	0	3.2	67*	25	-9	5	-1	0	-125
C=CCn1c(=O)c2ccccc2n2c(SCc3csc(-c4ccccc4)n3)nnc12	-6	-2	-1.4	7	4	-2	-3	-5	0	19
CC(=O)c1ccccc1NC(=O)c1ccc2c(c1)NC(=O)C(C)S2 (stereo unspecified)	nt	-1	3.4	28	22	-10	nt	nt	25	-135
Cc1cc(=O)oc2c3c(cc(OCC(=O)N[C@@H](C)C(=O)O)c12)OC(C)(C)CC3	-13	-3	2.2	-6	2	-3	1	6	16	-6
Cc1ccc(N2C(=O)[C@@H]3[C@H](C2=O)C2c4ccccc4C=NN2[C@@H]3C(=O)c2ccc(Cl)cc2)cc1 (stereo partly specified)	-18	-1	-0.1	4	0	-3	0	1	48	-45
COc1ccc(S(N)(=O)=O)cc1N(C)S(=O)(=O)c1ccccc1	-1	-2	0.7	-3	-5	5	2	-1	7	40
O=C1C2CCCCC2C(=O)N1Cc1ccccc1 (stereo unspecified)	-28	nt	-0.4	68*	20	8	0	-4	19	21
O=C(/C=C/c1cccc([N+](=O)[O-])c1)c1ccc([N+](=O)[O-])o1	nt	86*	1.1	54*	32	5	nt	nt	61	71*
CC(C)N(CC#CCC(O)(c1ccccc1)C1CCCC1)CCO (stereo unspecified)	-49	3	0.1	-1	-13	7	-5	-5	16	-2
COc1ccc(N(C(=O)c2ccco2)S(=O)(=O)c2ccccc2)cc1	-26	-4	-0.4	9	3	15	5	5	nt	24
CCCC(=O)N(Cc1cc2cc(C)ccc2[nH]c1=O)c1ccccc1OC	-13	3	0.1	48	15	-1	4	3	14	-7
Cc1ccc(S(=O)(=O)CCC(=O)Nc2ccccc2C)cc1	-36	-6	0.3	-5	7	-4	-2	-5	26	1
Cc1ccc(-n2c(O)c(C=Nc3ccc(S(=O)(=O)Nc4ncccn4)cc3)c3ccccc3c2=O)cc1C	-7	?	-0.1	-5	0	2	-1	0	22	13
CCOc1ccc(NC(=O)CSc2nc3ccccc3nc2N2CCOCC2)cc1	17	2	0.0	-4	2	3	0	4	13	36
CCOc1cc(S(=O)(=O)NC2CCCC2)ccc1Cl	-13	nt	nt	nt	nt	nt	-1	2	13	nt
CC(=O)Oc1ccc(N(C(C)=O)S(=O)(=O)c2ccc(C)c([N+](=O)[O-])c2)cc1	-14	6	-0.7	5	-1	5	-2	1	24	22
O=C(C1CCC1)N1CCc2cc(S(=O)(=O)NCCN3CCN(c4ccccc4F)CC3)ccc21	-9	-13	0.5	-4	-8	-6	6	2	26	6
O=C(COC(=O)c1ccccc1)c1ccc(Br)cc1	-58	-1	3.8	58*	52	20	-1	-3	-41	-39
O=C(NCCN1CCOCC1)c1ccc2c(c1)N(Cc1ccccc1F)C(=O)CS2	15	-2	0.1	-22	-3	-6	2	2	12	46
COc1cccc(-c2cc(C(=O)Nn3cnnc3)c3ccccc3n2)c1	-5	2	-0.4	-24	-9	-1	5	2	18	7
CN(C)S(=O)(=O)c1cccc(NC(=O)c2cc(-c3cccs3)nc3ccccc23)c1	-3	10	-0.3	7	-2	12	-1	0	12	7
CC(=O)Nc1ccc(S(=O)(=O)/N=C2\SCCN2S(=O)(=O)c2ccc(NC(C)=O)cc2)cc1	5	-5	0.5	3	-7	8	4	3	18	-4
COc1ccc(C(C)NC(=O)c2ccccc2Cl)cc1OC (stereo unspecified)	-7	-3	-0.3	-17	-4	?	5	-5	30	14
CC(=O)NC(C)C(=O)OCC(=O)c1ccc(-c2ccccc2)cc1 (stereo unspecified)	-3	6	0.2	8	0	1	5	-1	19	-8
Oc1cc2c(cc1CN1CCc3ccccc3C1)OCO2	-19	9	0.8	7	-7	9	-1	6	8	14
CC1(C)CC(=O)C(CC2CCCCC2=O)C(=O)C1 (stereo unspecified)	-11	-2	-0.2	27	7	9	0	3	6	-15
Cc1ccc(C(=O)COC(=O)CCc2nc3ccccc3[nH]c2=O)cc1C	7	-2	-0.2	3	2	-3	-2	-5	7	7
O=C(Cc1ccccc1)NC(=S)Nc1ccc(N2CCCCC2)cc1	-23	4	0.8	21	12	2	-5	-6	40	6
O=C(Nc1ccc(NS(=O)(=O)c2ccccc2)cc1)c1ccc(Cl)cc1	-2	-8	-1.6	18	1	-6	0	2	20	-21
Cc1ccc(OCc2nnc(SCC(=O)NCc3ccco3)n2C)cc1	-17	3	-0.4	-10	-2	3	1	11	6	3
Cc1cc(C(F)F)n2ncc(C(=O)NCc3ccc(F)cc3)c2n1	-16	0	-0.2	-2	-3	12	-2	0	4	20
COc1ccc(N2C(=O)CC(SCCc3nc4ccccc4[nH]3)C2=O)cc1 (stereo unspecified)	3	-2	0.1	-1	-4	6	-1	0	11	8
O=[N+]([O-])c1ccc(N/N=C/c2cccs2)nc1	nt	-1	4.9	37	23	-4	nt	nt	16	-187
CCCOCn1cc(F)c(=O)[nH]c1=O	20	-2	0.2	3	1	0	-5	6	37	16
O=C(NCCCN1CCOCC1)c1cc(-c2ccc(F)cc2)on1	2	-5	9.1	-20	-7	-3	1	-2	9	-38
(next part)
SMILES	KLF5 inh	SKKanGAS inh	HIF act	HSF-1 act	HSF1 inhib	Platelet DG rel	HSP90 refold inh	IEC-6 tox	AI-2 QS modul	aSyn 5UTR inh
Cc1ccc(C(=O)N/C(=C/c2cccc([N+](=O)[O-])c2)C(=O)NCC2CCCO2)cc1 (stereo unspecified)	-16	-5	-0.1	2	3	-1	4	2	13	23
Cc1cccc(N2CCN(C(=O)CCS(=O)(=O)c3ccc4c(c3)oc(=O)n4C)CC2)c1C	1	11	-0.6	-3	1	-6	2	11	71	11
Cc1ccc2c(c1)NC(=O)C(CC(=O)NCCCN1CCCCC1)O2 (stereo unspecified)	-41	8	-0.1	-2	3	-7	-2	2	24	-3
CC(=O)N/C(=N/c1nc(C)cc(C)n1)Nc1ccc(F)cc1F	-20	-6	-1.9	-1	-5	1	-1	2	15	9
CN(C)S(=O)(=O)c1cccc(NC(=O)c2cc3c(cc2Cl)N2CCCCCC2=NS3(=O)=O)c1	5	-1	0.3	5	-3	-3	2	-4	15	1
CC(C)OC(=O)c1cc2ccccc2oc1=O	-21	4	0.4	5	-11	1	-7	0	19	-66
COc1ccc(C(=O)CSc2ncnc3nc[nH]c23)cc1	-32	4	-0.5	6	-1	7	-3	-4	27	-16
CCc1ccc(-c2nc(CS(=O)CC(=O)NCc3ccc4c(c3)OCO4)c(C)o2)cc1 (stereo unspecified)	-25	-4	-0.3	4	-3	-8	3	-1	23	-5
NC(=O)NC(=O)c1nccnc1C(=O)O	-25	0	-1.1	38	8	-3	-2	-5	9	13
O=C(OCc1nc2ccc(Cl)cc2n1CCO)c1ccc(O)cc1	-10	6	0.1	-7	-5	8	0	-1	12	-17
CC(=O)c1ccc(NC(=O)NC2CCCCCCC2)cc1	-109	nt	nt	nt	nt	nt	-7	8	32	nt
COc1cccc(/C=C(/CC(=O)Nc2ccc(N3CCOCC3)cc2)c2nc3ccccc3s2)c1	-2	-7	1.4	4	-2	12	10	-9	-8	-15
